Compound activity (PubChem)
SDO1 yeast rescue = restores growth of sdo1-depleted yeast. S. cerevisiae sdo1-depleted JHY4D growth rescue, OD600 30 h; active compounds read high; pdr5 snq2 efflux-pump mutant strain. z-score at 10 µM. actives 0.21% (n = 140,000). AID 817;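 active = z-score above 3 at both the 24 hr and the 30 hr optical density reads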;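 also: z-score against mean and SD of all compound wells on the same plate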
INS promoter inh = TRM-6 insulin promoter activity inhibition | inhibition, % at 2 µM | actives 0.9% (n = 130,000) | TRM-6 cells (human fetal islet line), insulin promoter-eGFP reporter, imaging; reporter expression induced with tamoxifen | AID 1273;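 active = inhibition above the mean plus 3 SD, with well images judged a real hit on visual review, cut at about 60% in these data, passing the limit was not always enough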
SDO1 yeast rescue Rescue 24 h = further read-out of SDO1 yeast rescue, marked with its call; z-score; S. cerevisiae sdo1-depleted JHY4D growth rescue, OD600; measured here: growth rescue at 24 h;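 0 is the plate mean of compound wells and units are plate SD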
Numbers without * were called inactive; . = no result given; & = joins results of further samples.

SMILES | SDO1 yeast rescue | SDO1 yeast rescue Rescue 24 h | INS promoter inh
CCOc1ccc(NC(=O)CNC(=O)c2ccc(OC)c(OC)c2)cc1 | -0.55 | -0.82 | -7.7
S=c1[nH]ccn1-c1cccc(Cl)c1 | -0.19 | 0.34 | 44.0
COc1cccc(-c2nc(CC(=O)O)cs2)c1OC | 0.17 | -0.29 | .
CC(C(=O)NC(C)(C)C)N(Cc1cccs1)C(=O)CCN1CCc2ccccc21 (stereo unspecified) | . | . | -83.3
CCCNC(=O)c1ccccc1NC(=O)CN(c1ccccc1OCC)S(C)(=O)=O | -0.34 | -0.99 | 28.0
O=C(CSc1nnnn1C1CCCCC1)NCCc1ccccc1 | -0.33 | -0.17 | -51.6
CC(=O)n1nc(-c2ccco2)nc1SCc1ccccc1 | 0.63 | 0.92 | .
CCN(CC)S(=O)(=O)c1cccc(-c2nnc(SCC(=O)NCCC3=CCCCC3)n2N)c1 | 0.01 | -0.27 | .
Cc1ccccc1OCC(=O)N/N=C/c1cn(Cc2ccccc2)c2ccccc12 | -0.99 | -0.55 | -7.1
Cc1cc(NC(=O)c2ccc(Cl)cc2)n(CCOC(=O)c2ccc(Cl)cc2)n1 | -1.23 | -0.91 | .
COc1ccc(S(=O)(=O)N(C)c2ccc(C(=O)N3CCCC3)cc2)cc1 | . | . | -48.1
O=C(CN1C(=O)S/C(=C\C=C\c2ccccc2)C1=O)Nc1cccc(O)c1 | -1.07 | -0.7 | -11.1
O=C(NNc1ccccn1)C(=O)NNS(=O)(=O)c1ccc(F)cc1 | . | . | 22.2
CCCCNC(=O)CNC(=S)N(Cc1ccccc1F)C1CCCCC1 | . | . | -25.9
CC1CN(c2ccc([N+](=O)[O-])cc2C#N)CC(C)O1 (stereo unspecified) | . | . | -18.5

Individual results from the entries so far:
Entry for Cc1cc(NC(=O)c2ccc(Cl)cc2)n(CCOC(=O)c2ccc(Cl)cc2)n1 in SDO1 yeast rescue: -1.23
Entry for CC(C(=O)NC(C)(C)C)N(Cc1cccs1)C(=O)CCN1CCc2ccccc21 (stereo unspecified) in INS promoter inh: -83.3
Entry for COc1cccc(-c2nc(CC(=O)O)cs2)c1OC in SDO1 yeast rescue: 0.17
Entry for COc1ccc(S(=O)(=O)N(C)c2ccc(C(=O)N3CCCC3)cc2)cc1 in INS promoter inh: -48.1
Entry for Cc1ccccc1OCC(=O)N/N=C/c1cn(Cc2ccccc2)c2ccccc12 in INS promoter inh: -7.1

(cont.)
SMILES | SDO1 yeast rescue | SDO1 yeast rescue Rescue 24 h | INS promoter inh
COCCn1c(C23CC4CC(CC(C4)C2)C3)n[nH]c1=S | -0.54 | -0.06 | -195.0
CC(C)(C)NC(=O)CN(C(=O)CS(=O)CC(=O)Nc1ccc(F)cc1)c1ccc(Cl)cc1 (stereo unspecified) | 0.67 | 0.31 | -2.6
COc1cccc2sc(NNC(=O)c3nc4ccccc4s3)nc12 | -2.08 | -1.18 | 55.0
Cc1ccc(/C=N/NC(=O)C(NC(=O)c2ccccc2)c2n[nH]c(=O)c3ccccc23)cc1 (stereo unspecified) | 2.06 | 2.08 | 19.2
CCOC(=O)Nc1sc(NS(=O)(=O)c2ccccc2)nc1C | 1.4 | 1.82 | 45.8
Cc1ccc(-c2nc(NC(=O)c3nn(C)cc3[N+](=O)[O-])sc2C)cc1C | 0.27 | 0.39 | -136.7
CCCCNc1nc2ccccc2n1CC(=O)N1CCc2ccccc2C1 | 1.25 | 0.64 | -54.5
O=C(NCc1ccco1)c1ccc2c(=O)n(CCC3=CCCCC3)c(=O)[nH]c2c1 | 0.07 | 0.11 | .
Cc1ccnc(NC(=O)CCC(=O)N(CC(=O)NCCc2ccccc2)Cc2ccco2)c1 | 2.89&1.44 | 2.31&1.52 | .
Cn1c(CNC(=O)c2ccc(F)cc2)nc2ccccc21 | -0.02 | 0.07 | 0.0
O=S(=O)(Nc1c(S(=O)(=O)c2ccccc2)c2nc3ccccc3nc2n1C1CCCCC1)c1ccccc1 | 0.99 | 0.99 | .
CCOc1cc(/C=N/NC(=O)Cn2nc([N+](=O)[O-])cc2C)cc(Br)c1OCc1ccccc1C | -0.89 | 0.21 | -15.6
CCOC(=O)Cc1csc(NC(=S)NC(=O)c2cccc([N+](=O)[O-])c2)n1 | -0.65 | -0.63 | -146.7
CCOC(=O)c1sc(NC(C)=O)nc1C | 1.34 | 0.76 | 41.7
CCOc1ccc(N2C(=O)Nc3ccccc3C2(O)C(=O)NCc2ccc(C)cc2)cc1 (stereo unspecified) | . | . | 26.7
C=CCn1c(SCc2nc3cc(C(F)(F)F)ccc3c(=O)[nH]2)nc2sc(CC)cc2c1=O | -1.46 | -1.73 | -9.7
COc1cc2nc(CN3CCN(S(=O)(=O)c4ccc(C)c(C)c4)CC3)[nH]c(=O)c2cc1OC | . | . | 23.1
CCOC(=O)c1oc2ccc(CNC(C)(C)C)c(Cl)c2c1C | 0.36 | -0.71 | -431.2
Cc1nn(Cc2ccc(Cl)cc2)c(C)c1NC(=O)CSc1nc2c(c(C(F)(F)F)n1)CCc1ccccc1-2 | 1.24 | 1.67 | 35.5
Cc1ccc(S(=O)(=O)Nc2cc(-c3nn(C)c(=O)c4ccccc34)ccc2N2CCOCC2)cc1 | -1.19 | -1.34 | -3.6
Cc1ccc(Cl)c(OCC(=O)OCC(=O)NC2CCCc3ccccc32)c1 (stereo unspecified) | 0.18 | -0.2 | .
CCOc1ccc(N2C(=O)c3cccnc3C2Nc2ccc(C)c(C)c2)cc1 (stereo unspecified) | -0.07 | 0.38 | 38.7
Cc1cccc(-n2c(C)cc(C(=S)N3CCOCC3)c2C)c1C | . | . | 25.9
CC(OC(=O)Cc1c(F)cccc1Cl)C(=O)NCCC1=CCCCC1 (stereo unspecified) | -0.88 | -1.05 | -54.0
COC(=O)c1ccc(S(=O)(=O)N2Cc3ccccc3C2)cc1 | . | . | -38.9
N#CCC(=O)N/N=C/c1cc([N+](=O)[O-])ccc1N1CCOCC1 | . | . | -41.7
CCOc1ccc(-c2nc(N)ncc2Oc2ccccc2Br)c(O)c1 | -1.57 | -0.03 | -27.8
O=C(/C=C/c1c(F)cccc1Cl)c1ccc(F)cc1 | -1.83 | -1.37 | .
O=C(NCCc1cccc(F)c1)/C(=C/c1cccnc1)NC(=O)c1ccccc1 | -0.82 | -0.78 | -13.3
O=C(CCN1C(=O)C2C3C=CC(C4CC34)C2C1=O)Oc1cccc2cccnc12 (stereo unspecified) | 0.41 | -0.51 | .
CCN(CC)C(=O)Cn1cc(S(=O)(=O)CC(=O)Nc2ccc3c(c2)OCCO3)c2ccccc21 | . | . | -33.3
Cc1ccc(-c2nnc3ccc(SCC(=O)NCc4ccco4)nn23)cc1 | -0.31 | -0.71 | -7.4
COc1ccc(CN2CCN(c3ccccn3)CC2)c(OC)c1 | -0.14 | -0.61 | -11.1
Nc1nc(NCc2ccccc2)nc(-c2ccccc2)n1 | -1.15 | -1.07 | -22.6
O=C(NC1CCCCC1)c1ccc2c(=O)n(CC3CCCO3)c(=O)[nH]c2c1 (stereo unspecified) | -0.04 | -0.26 | .
Cc1c(C(=O)N2CCOCC2)oc2c1C(=O)CC(C)(C)C2 | 1.6 | 1.56 | 5.9
CCOc1cc(/C=N/NC(=O)CNc2cccc(C)c2)ccc1OC(=O)c1ccccc1 | -1.17 | -0.9 | -5.7
CCOc1ccccc1Nc1cc(C)nc2nc(C)nn12 | -0.21 | -0.4 | .
O=C(N/N=C/c1ccncc1)C1C2CCCCCCC21 (stereo unspecified) | -0.99 | -1.51 | 57.1
O=C(CN1CCCCCC1)Nc1ccc(Br)cc1 | -0.69 | -0.8 | 16.7
Nc1ncn(C23CC4CC(CC(C4)C2)C3)n1 | 0.69 | 0 | .
S=C(NCc1ccccc1)NCc1ccccc1 | 2.41 | 3.26 | 47.8
CCC(=O)Nc1cccc(C(=O)/C=C/c2ccccc2)c1 | -1.51 | -0.92 | .
COc1cc([N+](=O)[O-])ccc1NC(=S)NCc1ccccn1 | -0.14 | -0.87 | .
Cc1ccc(O)c(C(=O)c2cnc3c(c2)c(C)nn3-c2ccccc2)c1 | -1.05 | -1.13 | -23.1

Ordered by value in INS promoter inh (high to low): three of the compounds above.
mol | SDO1 yeast rescue | SDO1 yeast rescue Rescue 24 h | INS promoter inh
O=C(N/N=C/c1ccncc1)C1C2CCCCCCC21 (stereo unspecified) | -0.99 | -1.51 | 57.1
S=C(NCc1ccccc1)NCc1ccccc1 | 2.41 | 3.26 | 47.8
Cc1ccc(-c2nnc3ccc(SCC(=O)NCc4ccco4)nn23)cc1 | -0.31 | -0.71 | -7.4

Additional results
SMILES | SDO1 yeast rescue | SDO1 yeast rescue Rescue 24 h | INS promoter inh
CCN(CC)S(=O)(=O)c1ccc(NC(=O)c2ccc(Sc3nncn3C)c([N+](=O)[O-])c2)cc1 | 0.56 | 0.12 | .
COC(=O)CSc1nc(-c2ccccc2)cc(-c2ccco2)c1C#N | -0.41 | 0.04 | .
CCc1nc(-c2ccc(-c3ccc(OC)cc3)nc2OC)no1 | -1.31 | -1.27 | -7.9
CCC(C)NC(=O)c1cc(C)no1 (stereo unspecified) | 0.88 | 0.53 | -121.4
CCOC(=O)N1CCC(Nc2c(NCCCN(CC)c3cccc(C)c3)c(=O)c2=O)CC1 | 0.66 | 0.44 | .
CCOC(=O)N1CCN(C(=O)c2ccc(N3C(=O)c4ccccc4C3=O)cc2)CC1 | 0.14 | -0.5 | .
CC(C)CC(NC(N)=O)C(=O)OCC(=O)Nc1ccc(SC(F)F)cc1 (stereo unspecified) | . | . | -7.1
CCN(CC)C(=O)C(=O)c1ccn(-c2c(C)csc2C(=O)OC)c1 | . | . | 23.8
CN(C)C(CNC(=O)NC1CCCCC1)c1cccnc1 (stereo unspecified) | 0.37 | -0.25 | -50.0
CCOC(=O)C1(Cc2cccc(Cl)c2)CCCN(CCO)C1 (stereo unspecified) | . | . | -185.0
Cc1cc(C)c([N+](=O)[O-])cc1-c1ccc(/C=N/NC(=O)c2nonc2N)o1 | -0.83 | -0.72 | -2.7
Cc1nc2nc(-c3cccnc3)[nH]n2c(=O)c1Cc1ccccc1 | 0.45 | 0.06 | 36.0
Cc1ccccc1NC(=S)N1CCN(Cc2ccccc2)CC1 | 0.59 | 0.79 | 10.3
CCN(CC)S(=O)(=O)c1cccc(-c2nnc(SCC(=O)NC)n2N)c1 | . | . | -64.3
COc1ccccc1-n1nc(C(=O)NCc2ccco2)c2ccccc2c1=O | -0.4 | -0.36 | .
CCOC(=O)C1=C(C)OC(N)=C(C#N)C1c1cc(C)sc1C (stereo unspecified) | 0.56 | 1.39 | -77.1
CC(C)(C)c1[nH]ncc1[N+](=O)[O-] | . | . | -72.7
O=C(N/N=C/c1ccco1)C1CC1(c1ccccc1)c1ccccc1 (stereo unspecified) | -0.39 | 0.67 | -32.4
O=C(O)C1Nc2c(O)cc(Cl)c([N+](=O)[O-])c2C2C=CCC12 (stereo unspecified) | . | . | 0.0
COc1ccc(N(CC(=O)Nc2ccccc2C(=O)N2CCOCC2)S(=O)(=O)c2ccc(F)cc2)cc1 | -0.87 | -2.5 | -28.1
CCOC(=O)c1ccc[n+](C(C)C(=O)c2ccc(-c3ccccc3)cc2)c1 (stereo unspecified) | -0.52 | -0.41 | .
CN(C)/C=C/c1c(C#N)c(=O)ncn1Cc1ccccc1 | 2.76 | 4.06 | 5.6
COc1cc(OC)cc(-c2cc3nc(C4CCN(C(=O)OC(C)(C)C)CC4)cc(=O)n3[nH]2)c1 | 1.24 | 1.57 | 39.7
CCCS(=O)(=O)c1c(S(=O)(=O)CCC)c2c(N)cccn2c1C(=O)c1ccccc1 | -0.18 | -0.13 | -52.8
CCOC(=O)c1sc(NC(=O)/C=C/c2cnn(C)c2C)c(C(=O)OC(C)C)c1C | 0.17 | 2.17 | .
CC(=O)NC(C)C(=O)OCc1ccc(Cl)cc1Cl (stereo unspecified) | 0.53 | 0.13 | 11.7
CC1CCCCC1NC(=O)COC(=O)c1ccccc1NC(=O)c1ccco1 (stereo unspecified) | -1.23 | -0.65 | 10.7
CCNC(=O)C1CC(=O)N(Cc2ccc3c(c2)OCO3)C(=Nc2ccc(F)cc2)S1 (stereo unspecified) | -1.35 | -0.82 | 8.3
Cn1c(C(=O)O)c(CC(=O)Nc2ccc(F)cc2F)c2ccccc21 | 0.93 | 0.83 | -470.0
FC(F)(F)c1cnc(Nc2ccc(N3CCOCC3)cc2)c(Cl)c1 | -0.15 | -0.39 | .
OCCNCCCCOc1cccc(Br)c1 | -0.38 | -0.3 | 6.7
Cc1ccc(OCC(=O)N2CCCCCC2)c(C)c1 | -0.83 | -0.53 | -44.1
Cc1ccc(C(=O)NNC(=O)CCCN2C(=O)/C(=C/c3ccccc3Cl)SC2=S)cc1 | -0.49 | -0.21 | 63.0
O=c1c2ccccc2nc2n1CCN2 | 0.48 | -0.18 | 5.4
O=C1/C(=C/c2cccnc2)CCC/C1=C\c1cccnc1 | -0.93 | -0.35 | -106.9
CCOC(=O)c1cnc2nc(COc3ccccc3)[nH]n2c1=O | 0.48 | 0.07 | -13.8
Cc1cc(C)c2nc(-c3ccccn3)cc(C(=O)NCc3ccco3)c2c1 | -1.82 | -0.41 | 5.7
COC(=O)C1=C(C)NC(=O)NC1c1ccccc1 (stereo unspecified) | 0.99 | 0.88 | .

Reprinted at random: 2 compounds from above.
SMILES | SDO1 yeast rescue | SDO1 yeast rescue Rescue 24 h | INS promoter inh
Cc1ccc(OCC(=O)N2CCCCCC2)c(C)c1 | -0.83 | -0.53 | -44.1
O=c1c2ccccc2nc2n1CCN2 | 0.48 | -0.18 | 5.4
